Screens from PubChem.
SKN-1 inh = suppressors of acrylamide-induced Pgst-4::GFP reporter in worms, primary screen, SKN-1 inhibitor project, whole organism, uHTS, GFP/RFP fluorescence ratio, strain VP596. C. elegans VP596 Pgst-4::GFP/RFP ratio, 24 h. inhibition, % at 21.8 µM. actives 0.49% (n = 360,000);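 active means interference check ratio from 0.5 to 1.5 plus GFP to RFP signal ratio inhibition reaching or exceeding a fixed threshold, cut at about 30% in these data, passing the limit was not always enough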; further: some compounds called inactive have numbers as strong as hits
PABP1 MLLE inh = inhibitors of PABP1 MLLE–PAM2 peptide binding, primary screen, biochemical, fluorescence polarization, FITC-PAM2, GST-MLLE; Polyadenylate-binding protein 1 (Homo sapiens), P11940; inhibition, % at 20 µM; actives 0.36% (n = 360,000); AID 588489, 2011; in the data active means inhibition above about 35%, passing the limit was not always enough;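 further: plate controls were DMSO wells with GST-MLLE for no effect and wells lacking GST-MLLE protein for full effect; some results filed as inactive read as strong as hits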
E coli Lon inh = inhibitors of E. coli Lon protease, primary screen, biochemical, fluorescence polarization; purified E. coli Lon protease; AID 602123, 2011; actives 0.42% (n = 360,000); inhibition, % at 7.94 µM; P0A9M0; in the data active means inhibition above about 13%, passing the limit was not always enough;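 further: 0% = enzyme with probe and DMSO and 100% = no enzyme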
Target sequence (P0A9M0 whole entry, looked up): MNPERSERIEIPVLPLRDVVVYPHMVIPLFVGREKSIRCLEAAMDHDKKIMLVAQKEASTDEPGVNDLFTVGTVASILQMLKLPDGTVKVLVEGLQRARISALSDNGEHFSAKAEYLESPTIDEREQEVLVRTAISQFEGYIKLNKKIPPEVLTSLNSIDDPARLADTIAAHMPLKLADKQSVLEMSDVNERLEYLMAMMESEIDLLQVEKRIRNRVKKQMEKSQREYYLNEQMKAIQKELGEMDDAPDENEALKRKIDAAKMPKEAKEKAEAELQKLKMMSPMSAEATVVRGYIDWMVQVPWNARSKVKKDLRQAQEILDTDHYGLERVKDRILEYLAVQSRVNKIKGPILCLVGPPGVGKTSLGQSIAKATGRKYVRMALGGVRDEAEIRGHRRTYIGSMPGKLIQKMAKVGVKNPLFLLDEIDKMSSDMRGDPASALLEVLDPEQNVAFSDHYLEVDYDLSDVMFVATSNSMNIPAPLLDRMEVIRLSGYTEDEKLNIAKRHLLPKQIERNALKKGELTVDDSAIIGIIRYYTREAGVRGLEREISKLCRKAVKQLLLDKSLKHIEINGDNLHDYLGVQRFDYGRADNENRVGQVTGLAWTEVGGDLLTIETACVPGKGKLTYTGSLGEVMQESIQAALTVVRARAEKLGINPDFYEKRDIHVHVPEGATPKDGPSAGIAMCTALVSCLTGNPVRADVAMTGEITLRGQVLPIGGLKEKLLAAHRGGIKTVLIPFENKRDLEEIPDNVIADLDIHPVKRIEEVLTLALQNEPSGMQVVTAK
Tb MetRS inh = T. brucei MetRS inhibitors, primary screen, biochemical, luminescence; methionyl-tRNA synthetase (Trypanosoma brucei brucei); inhibition, % at 11.9 µM; purified T. brucei MetRS, ATP depletion, Kinase-Glo luminescence; actives 0.4% (n = 360,000); AID 624268, 2012;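 active means inhibition above a per-plate cutoff of the control wells' mean inhibition plus 3 SD, cut at about 5.5% in these data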;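 further: 0% = DMSO wells median and 100% = median of wells with control inhibitor compound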
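Material – parasite MetRS enzyme · Medium – HEPES-MgCl2-KCl buffer plus DTT, spermine, BSA, pyrophosphatase · Reagent – ATP, methionine and E. coli bulk tRNA substrates · Times – 15 min enzyme-compound preincubation, 2 h reaction, 10 min detection, 25 °C · Measured by – luminescence of leftover ATP · Evaluation – percent inhibition relative to median high and low control wells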
FAS TE block = FAS thioesterase domain inhibitors, primary screen, biochemical, fluorescence intensity, uHTS | Fatty acid synthase (Homo sapiens), P49327 | recombinant FAS-TE, OMFH fluorogenic substrate, fluorescence endpoint | inhibition, % at 15 µM | actives 0.67% (n = 360,000) | AID 602261, 2012;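 active means compounds whose normalised, plate-corrected inhibition of enzyme fluorescence in the single-dose primary screen is 50% or more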;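 further: 0% = DMSO with enzyme and 100% = substrate without enzyme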
NRP1-CendR mod = modulators of CendR peptide binding to NRP-1, primary screen, biochemical, fluorescence polarization, uHTS; Neuropilin-1 (Homo sapiens), O14786; FAM-RPARPAR peptide binding to NRP-1; inhibition, % at 25 µM; actives 0.85% (n = 360,000); AID 602438, 2012;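 active means inhibition or corrected inhibition above about 18%, plus a signal ratio from 0.5 to 1.5, limit read from the data, passing the limit was not always enough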; further: strong numbers were not always called active
MsrA act = bovine MsrA enzyme activators, primary screen, biochemical, absorbance, HTS; Methionine sulfoxide reductase A (Bos taurus); purified bovine MsrA, absorbance read-out; activation, % at 10.6 µM; actives 0.3% (n = 360,000); in the data active means activation above about 7.5%;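 further: 0% = vehicle and 100% = reference activator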
MT1-MMP act inh = blockers of MT1-MMP proenzyme processing, primary screen, HT1080 RFP-PRO-GFP cells, GFP/RFP fluorescence | Matrix metalloproteinase-14 (Homo sapiens), P50281 | GFP/RFP ratio fluorescence, overnight; percent of plate control window, DMSO zero | GFP/RFP ratio change, % at 20 µM | actives 0.061% (n = 360,000);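 active means GFP/RFP ratio change of at least 30% with cell ATP level not reduced by more than half and red fluorescence within 50% of control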; further: strong numbers were not always called active
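Test system: HT1080 cells expressing an RFP-PRO-GFP fluorescent reporter construct / Compound dosing: single-point 20 µM compound, 1% DMSO / Schedule: cells overnight before dosing, compound overnight, 37 °C, 5% CO2 / Evaluation: GFP/RFP fluorescence ratio / Control set: DMSO and RFP-L50D-GFP cell wells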
MsrA inh = bovine MsrA enzyme inhibitors, primary screen, biochemical, absorbance, HTS; Methionine sulfoxide reductase A (Bos taurus); purified bovine MsrA, absorbance read-out; inhibition, % at 15.5 µM; actives 0.75% (n = 360,000); AID 651718, 2012; in the data active means inhibition above about 4.5%;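 further: 0% = vehicle wells with enzyme and 100% = reference inhibitor wells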
* marks the source's active call; other numbers are inactive results; · = not tested or not shown.

Values run as follows: SKN-1 inh	PABP1 MLLE inh	E coli Lon inh	Tb MetRS inh	FAS TE block	NRP1-CendR mod	MsrA act	MT1-MMP act inh	MsrA inh
- CC1CCCCN1C(=O)CSc1nc(C2CC2)nc2c1cnn2-c1ccccc1 (stereo not given)
  5	29	-6	-0.5	34	-13	-1	-24	-0.2
- Cc1ccc(S(=O)(=O)N2CCC(C(=O)OC(C)C(=O)NC3CCCCC3C)CC2)cc1C (stereo not given)
  -20	9	-10	-0.2	8	14	1	-3	0.6
- Cc1ccc(CNC(=O)Cn2cnc(S(=O)(=O)N3CCCCC3)c2)o1
  8	-1	-6	-0.2	-8	-8	-2	-3	0.4
- COc1cccc(-c2nn(-c3ccc(C)cc3)cc2C(=O)N(C)CC(=O)Nc2cccc(F)c2)c1
  12	0	4	0.2	27	-11	-2	1	-0.4
- O=C(Oc1ccc(NC(=O)c2cc3c(cc2Br)OCO3)cc1)c1ccccc1
  -3	1	-14	-1.1	4	0	-6	3	0.4
- O=C(NN=Cc1ccc(F)cc1)c1ccccc1NS(=O)(=O)c1cccs1
  -14	3	2	-0.5	0	5	-5	0	0.9
- COc1ccc(CCN2C(=O)CC(N3CCOCC3)C2=O)cc1OC (stereo not given)
  11	-1	-10	-1.4	-9	13	-4	5	3.4
- O=C(NC(Cc1ccccc1)C(=O)O)C1CCCCC1 (stereo not given)
  -3	3	-9	-0.1	-6	4	-2	12	-0.8
- CCOc1c(Br)cc(CNc2ccc3c(c2)OCCO3)cc1OC
  0	5	-1	0.0	6	2	1	-4	0.7
- CC(C)Cc1c(O)nc(SCC(=O)Nc2ccc3c(c2)CCC3)[nH]c1=O
  16	16	-4	-0.5	-10	-9	-2	0	1.0
- CS(=O)(=O)N(CC(=O)N1CCCC1)c1ccccc1Br
  9	6	-11	0.7	-4	-8	-1	-4	0.0
- CCOc1ccc(OCC)c(-c2c(=O)n(OCc3ccccc3C(=O)OC)c3ccccc3[n+]2[O-])c1
  -1	-2	-4	-0.7	23	3	-5	9	1.1
- O=C(CSc1nc2ccccc2o1)c1cc2ccccc2oc1=O
  -17	38*	-11	-1.1	-8	-7	-7	-8	0.5
- CC12C(=O)N(CCC(=O)O)C(=O)C1C1C=CC2C1 (stereo not given)
  1	-4	6	-0.7	-8	-1	-3	3	-0.7
- O=C(CSc1nccn1Cc1ccc(F)cc1)NC1CCCCC1
  9	-45	6	-0.1	-10	25*	-2	-1	-0.4
- CNC(=O)COC(=O)/C=C/c1cn(-c2ccccc2)nc1-c1ccc2c(c1)OCCO2
  -2	-3	-2	-0.9	-4	-1	-3	-1	-0.2
- CCCn1c(C(C)NS(=O)(=O)c2ccccc2)n[nH]c1=S (stereo not given)
  2	-14	3	-0.2	-9	-5	-2	4	1.3
- CCCCN1C[C@H](c2ccc(OC)cc2)[C@@H](CC(=O)Nc2ccc(Br)cc2)C1=O
  17	-4	0	45*	12	-8	-1	-1	1.5
- C=CCn1c(COc2cc(C)ccc2C(C)C)nnc1SCC(=O)c1c(N)n(C)c(=O)n(C)c1=O
  -3	-26	-2	-1.3	5	11	-8	2	-0.9
- Cc1nc2ccccn2c1-c1csc(Nc2ccc(C(=O)O)cc2)n1
  16	25	2	-0.2	-5	-4	2	-8	1.5
- O=C(Cc1ccc(S(=O)(=O)N2CCCC2)s1)N1CCOCC1
  -1	-1	5	-0.1	-10	2	-3	-5	-0.6
- CCN1CCN(C(c2cccc(OC)c2OC)c2nnnn2Cc2ccco2)CC1 (stereo not given)
  0	-3	-3	-0.1	-7	-3	-2	-2	1.6
- CC(C)Cn1c(N)c(C(=O)COC(=O)c2cnc(Cl)c(Cl)c2)c(=O)n(C)c1=O
  1	8	-2	-1.1	21	0	-2	7	0.7
- C/C(=N/NC(=O)c1ccc(Br)o1)c1cccc(NC(=O)c2ccc(C)o2)c1
  -4	-1	-11	-1.0	-1	-1	-4	3	0.7
- COc1ccc(OC)c(NC(=O)COC(=O)COc2ccc(Nc3ccccc3)cc2)c1
  15	-6	1	-0.2	5	-18	-1	0	0.0
- CCCNC(=O)N1CCN(S(=O)(=O)c2ccc3c(c2)OCCO3)CC1
  19	8	-9	0.0	-9	8	-1	-2	-0.3
- CN(C)S(=O)(=O)c1ccc(C(=O)NCc2nnc(SCC(=O)NCc3ccco3)o2)cc1
  1	-3	-2	-0.2	-5	5	-3	-4	-0.8
- COc1ccc(/C=C/C(=O)NC(=S)NNC(=O)c2c(-c3ccccc3)noc2C)cc1
  -2	-5	-10	-0.3	2	-1	-2	3	3.0
- Cc1cc(N2CCN(C(=O)c3ccco3)CC2)c2ccccc2n1
  -5	3	-7	-0.3	-6	2	-4	0	-0.9
- CCOC(=O)C1=C(C)NC2=C(C(=O)CCC2)C1c1coc2ccccc2c1=O (stereo not given)
  -1	-9	-4	-0.3	2	-4	-2	-2	0.1
- Cc1cccc2c1c1ccc3c(c1n2C)C(=O)C=CC3=O
  9	35	-10	-0.7	33	-33	-1	-7	0.6
- O=S(=O)(c1ccc2ccccc2c1)N1CCNCC1
  -9	0	-7	-1.9	-5	-9	2	2	·
- CCc1ccc(NC(=O)NCCCN2CCCC2=O)cc1
  21	12	-1	0.0	-1	-2	-4	4	-0.8
- O=S(=O)(c1ccc(Oc2ccc(Br)cc2)cc1)N1CCOCC1
  5	-6	-2	1.6	14	11	-3	-4	0.2
- O=C(c1cc(=O)c2ccccc2o1)N1CCN(c2ccccc2F)CC1
  -3	-8	-1	-0.1	-1	-3	-4	2	1.8
- O=C(O)c1ccc(CSC2CCCCC2)cc1
  13	-7	3	-0.4	-3	22*	-1	-2	-1.9
- CSc1ncccc1C(=O)NC(C)CCc1ccccc1 (stereo not given)
  14	1	7	-1.5	-3	6	-3	·	-1.2
- N#CCCn1c(SCC(=O)Nc2ccc(N3CCOCC3)cc2)nc2ccccc21
  6	-11	0	-0.3	-13	-7	-4	1	0.1
- O=C(CN1c2cccc3cccc(c23)S1(=O)=O)Nc1cccc(S(=O)(=O)N2CCOCC2)c1
  10	-29	-15	0.3	8	-16	-5	0	0.4
- CCOC(=O)C1CCN(c2nc(-c3ccc(C)cc3)nc3ccccc23)CC1
  -8	18	0	-0.6	25	4	-3	-1	1.3
- O=C1C(Oc2ccccc2)C(c2cccs2)N1Cc1ccc2c(c1)OCO2 (stereo not given)
  5	-10	-1	-0.4	29	1	-1	-2	0.1
- O=C(COC(=O)c1nc(Cl)ccc1Cl)NNC(=O)c1cccs1
  16	7	-1	-0.3	-6	-2	-3	1	-1.4
- Cc1nonc1OCCN1CCN(c2ccc([N+](=O)[O-])cc2)CC1
  7	-2	-1	-0.2	9	6	2	7	0.6
- O=C(C1CC(=O)N(c2ccc(Cl)cc2)C1)N1CCOCC1 (stereo not given)
  12	-7	-2	-0.1	-4	13	-1	2	0.5
- O=C1NC(c2cc3c(cc2Cl)OCO3)Oc2ccccc21 (stereo not given)
  5	-2	2	0.5	-2	-5	1	1	-0.3
- CC(C)(C)c1ccc(C(=O)NCCOc2ccccc2F)cc1
  -3	6	-7	-1.4	14	4	-9	3	-2.6
- Cc1ccc(C)c(NC(=O)c2ccc(OC(=O)c3ccco3)cc2)c1
  5	-5	0	-0.8	6	-8	-2	4	0.9
- COC1=C/C(=C/c2c(O)c(C#N)c3ccccn23)C=CC1=O
  -10	-33	-84	-0.4	-6	-6	-8	-19	3.2
- CCS(=O)(=O)N1Cc2ccccc2CC1C(=O)Nc1cccc(OC)c1 (stereo not given)
  4	-14	-1	-1.2	-1	-5	-2	-2	0.0
- O=[N+]([O-])c1cccc(S(=O)(=O)NC2CC3CCC2C3)c1 (stereo not given)
  11	10	6	-0.6	6	4	-2	-2	-1.5
- O=C(Nc1ccc(F)cc1)C1CCC(N2C(=O)c3ccccc3C2=O)CC1 (stereo not given)
  9	-2	3	-0.7	-8	1	-2	5	-1.3
- O=C(Nc1cccc(Cl)c1)c1ccncc1
  2	-2	3	-0.3	-2	20	-1	0	1.6
- Cc1cccc(C(=O)OCC(=O)NC(=O)Cc2ccccc2)c1O
  -8	18	-7	-0.3	12	0	-4	-3	1.9
- Cc1ccc(NC(=O)CCNC(=O)c2ccco2)cc1Cl
  -11	-5	8	-0.6	-6	0	-2	0	-0.8
- Cc1nc(-c2cccnc2)sc1C(=O)Nc1cccc(C(F)(F)F)c1
  0	7	-11	0.2	9	2	-3	0	-1.3
- CCN(CC)CCNC(=O)CN1C(=O)CSc2ccc(S(=O)(=O)N3CCOCC3)cc21
  -3	-8	-12	0.4	-4	7	-2	0	0.1
- O=C(c1ccccc1)C(O)(CN1CCCCC1)c1ccccc1 (stereo not given)
  18	19	-2	-0.3	5	-12	-4	-2	-0.2
- CCOC(=O)C(C)n1cnc2scc(-c3ccc(C)cc3)c2c1=O (stereo not given)
  2	-14	-5	-0.5	8	-5	-1	-2	0.5
